Screens deposited in PubChem by several laboratories.
PostGolgi yeast: growth inhibition of a yeast mutant, post-Golgi transport screen. post-Golgi transport phenotypic cell assay. 98,000 compounds, 0.9% hits. inhibition, % at 10 µM. AID 739;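 note: yeast cells grown in 1536-well plates; yeast grown about 18 h at 30C before absorbance read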
LYP inh 2: LYP (human) phosphatase inhibition. recombinant LYP catalytic domain, DiFMUP fluorescence. inhibition, % at 2 µM. Q9Y2R2. 96,000 compounds, 0.21% hits. AID 640;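 active = inhibition at 2 µM at or above a set limit, the screen mean plus 3 SD, cut at about 24% in these data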;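 note: 0% = DMSO with enzyme and 100% = enzyme fully blocked by orthovanadate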
CYP2C9 act: increases human cytochrome P450 2C9 activity; recombinant CYP2C9, luciferin-H conversion, luminescence; active compounds read high; factor 1 = untreated enzyme, 0 = blocked; activation factor at 5 µM; AID 1024; 96,000 compounds, 1.4% hits;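 active = activation factor of 2 or more for CYP2C9 at a 5 µM dose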;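 note: 0 = sulfaphenazole-blocked wells and 1 = vehicle-only wells; values of inactives mirror those of a sister screen read the other way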
Target sequence (P11712 whole entry, looked up): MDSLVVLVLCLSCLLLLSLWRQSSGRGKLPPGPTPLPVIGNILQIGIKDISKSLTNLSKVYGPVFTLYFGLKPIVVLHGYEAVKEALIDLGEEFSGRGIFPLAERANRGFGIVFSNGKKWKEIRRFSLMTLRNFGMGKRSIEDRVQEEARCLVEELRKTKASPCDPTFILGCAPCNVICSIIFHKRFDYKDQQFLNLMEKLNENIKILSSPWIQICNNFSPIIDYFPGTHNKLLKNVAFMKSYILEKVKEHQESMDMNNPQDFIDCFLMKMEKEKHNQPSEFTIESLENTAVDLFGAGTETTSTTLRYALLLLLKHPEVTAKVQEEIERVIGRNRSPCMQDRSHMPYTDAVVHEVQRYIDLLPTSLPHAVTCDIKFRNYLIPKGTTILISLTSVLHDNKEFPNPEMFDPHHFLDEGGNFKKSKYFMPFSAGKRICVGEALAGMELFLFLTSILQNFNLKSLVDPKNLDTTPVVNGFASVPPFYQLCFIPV
CYP2C9 inh: human CYP2C9 inhibition | P11712 | CYP2C9 Supersomes, luciferin-H conversion, luminescence | inhibition, % at 5 µM | 96,000 compounds, 20% hits;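 active = blocking of liver enzyme CYP2C9 beyond about 50% at 5 µM, limit read from the data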; note: values of inactives mirror those of a sister screen read the other way
Pyk2 oligo antag: antagonists of human Pyk2 oligomerization | Q14289 | 99,000 compounds, 0.83% hits | AID 1347419 | z-score (the deposit names both 25 µM and 10 µM) | Q293 cells, Pyk2 FERM NanoBiT luminescence; active compounds read low;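 active = Z-score of -3 or lower, scaled per plate to the spread of control and sample wells; inactive = z-score above -3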;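 note: negative z-score means lost luminescence so less FERM oligomerization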
PostGolgi ctrl: yeast control strain growth, post-Golgi counter-screen. inhibition, % at 10 µM. 98,000 compounds, 5% hits. efflux-deficient yeast background strain, growth absorbance A615, 16 h
PTPN22 act: LYP (human) phosphatase activation | recombinant LYP, DiFMUP fluorescence; 0 = plate median, 100 = signal doubled | activation, % at 2 µM | 96,000 compounds, 0.11% hits;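 active = activation at 2 µM above a set limit, the mean plus 5 SD, cut at about 37% in these data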
DAT uptake mod: changed human dopamine transporter uptake under cocaine IC80; LLC-PK1 hDAT cells, [14C]-dopamine uptake with cocaine IC80; actives deviate in either direction; 110,000 compounds, 1.3% hits; Q01959; B-score at 10 µM;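 active = Z score or B-score, a plate-position-corrected score, falls beyond the plate's 99.7% confidence bounds, in either direction; inactive = both scores lie inside the 99.7% bounds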;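 note: scored against the spread of the other compound wells on the same plate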
Target sequence (Q01959 whole entry, looked up): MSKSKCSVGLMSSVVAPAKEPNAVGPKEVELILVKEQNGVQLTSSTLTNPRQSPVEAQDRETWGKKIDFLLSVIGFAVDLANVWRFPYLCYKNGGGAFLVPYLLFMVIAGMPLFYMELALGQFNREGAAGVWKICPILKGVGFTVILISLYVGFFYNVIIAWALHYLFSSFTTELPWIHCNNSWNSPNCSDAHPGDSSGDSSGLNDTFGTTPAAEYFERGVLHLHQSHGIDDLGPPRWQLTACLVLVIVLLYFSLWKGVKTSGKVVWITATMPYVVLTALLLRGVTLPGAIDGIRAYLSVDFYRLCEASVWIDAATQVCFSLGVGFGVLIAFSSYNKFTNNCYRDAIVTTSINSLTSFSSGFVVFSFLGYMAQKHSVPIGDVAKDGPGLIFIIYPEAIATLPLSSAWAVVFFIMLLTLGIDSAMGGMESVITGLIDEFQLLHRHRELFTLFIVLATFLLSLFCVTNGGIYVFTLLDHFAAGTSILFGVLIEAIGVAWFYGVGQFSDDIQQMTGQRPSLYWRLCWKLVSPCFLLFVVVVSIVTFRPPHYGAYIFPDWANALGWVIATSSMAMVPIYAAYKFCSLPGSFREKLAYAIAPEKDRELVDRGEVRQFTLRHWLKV
E coli WT exp: blocks growth of wild type E. coli BW25113; 98,000 compounds, 0.15% hits; growth inhibition, % at 100 µM; OD600 absorbance; AID 710;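 active = growth inhibition above about 50% at one test dose, limit read from the data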;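 note: growth measured after 20 h incubation at 37 °C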
An asterisk follows results filed as active. Cut-off read from the data, not from the text of the source, unless noted: active = inhibition above about 30%; inactive = the rest.

The opening two compounds, ahead of the listing:
What do the screens show for `COc1cc(OC)cc(-c2nnc(SCC(=O)N3CCCc4ccccc43)o2)c1`?
PostGolgi yeast: -5; LYP inh 2: 13; CYP2C9 act: 0.8; CYP2C9 inh: 20; Pyk2 oligo antag: -1.6; PostGolgi ctrl: -9; PTPN22 act: -10; DAT uptake mod: 1.9; E coli WT exp: -13

Results for CCN(CC(=O)Nc1ccc2c(c1)OCCO2)c1nc(-c2cccnc2)nc2ccccc12 ?
PostGolgi yeast: 0; LYP inh 2: -12; CYP2C9 act: 0.4; CYP2C9 inh: 56*; Pyk2 oligo antag: -0.79; PostGolgi ctrl: -5; PTPN22 act: 8; DAT uptake mod: 2.2; E coli WT exp: -11

Results, from the first entry:
What do the screens show for `COc1cc(OC)cc(-c2nnc(SCC(=O)N3CCCc4ccccc43)o2)c1`?
PostGolgi yeast: -5; LYP inh 2: 13; CYP2C9 act: 0.8; CYP2C9 inh: 20; Pyk2 oligo antag: -1.6; PostGolgi ctrl: -9; PTPN22 act: -10; DAT uptake mod: 1.9; E coli WT exp: -13

Results for CCN(CC(=O)Nc1ccc2c(c1)OCCO2)c1nc(-c2cccnc2)nc2ccccc12 ?
PostGolgi yeast: 0; LYP inh 2: -12; CYP2C9 act: 0.4; CYP2C9 inh: 56*; Pyk2 oligo antag: -0.79; PostGolgi ctrl: -5; PTPN22 act: 8; DAT uptake mod: 2.2; E coli WT exp: -11

Results for Cc1cc(NC(=O)c2ccc3c(c2)OCO3)ccc1NC(=O)c1ccco1 ?
LYP inh 2: -6; Pyk2 oligo antag: -0.55; PTPN22 act: 6; DAT uptake mod: 0.27

Results for O=C(CCCCCC(=O)N(CCO)CCO)N(CCO)CCO ?
PostGolgi yeast: -1; LYP inh 2: 0; CYP2C9 act: 0.9; CYP2C9 inh: 6; Pyk2 oligo antag: 0.08; PostGolgi ctrl: 7; PTPN22 act: -2; DAT uptake mod: 0.25; E coli WT exp: 2

How did Cc1ccccc1-c1nc(CS(=O)CC(=O)NCCN2CCN(Cc3ccccc3)CC2)c(C)o1 (centres undefined) do in these assays?
PostGolgi yeast: -4; LYP inh 2: -2; CYP2C9 act: 0.8; CYP2C9 inh: 21; Pyk2 oligo antag: 0.76; PostGolgi ctrl: 10; PTPN22 act: 0; DAT uptake mod: 0.52; E coli WT exp: 9

What do the screens show for `CCN(CC)C(=O)CSc1nnc(-c2ccco2)n1Cc1ccco1`?
PostGolgi yeast: -3; LYP inh 2: -6; CYP2C9 act: 0.8; CYP2C9 inh: 18; Pyk2 oligo antag: -0.55; PostGolgi ctrl: 8; PTPN22 act: 5; DAT uptake mod: 0.0028; E coli WT exp: -3

Results for CN(C)CCSc1nnc(-c2ccccc2)o1 ?
PostGolgi yeast: -12; CYP2C9 act: 1.1; CYP2C9 inh: -14; Pyk2 oligo antag: 0.73; PostGolgi ctrl: -8; DAT uptake mod: -1.4; E coli WT exp: -6

What do the screens show for `CC(C)n1c(N2CCN(CC(=O)NCc3cccs3)CC2)nc2ccccc21`?
PostGolgi yeast: 14; LYP inh 2: -7; CYP2C9 act: 0.7; CYP2C9 inh: 31; Pyk2 oligo antag: 1.2; PostGolgi ctrl: 4; PTPN22 act: 3; DAT uptake mod: -0.59; E coli WT exp: -4

How did CCNC(=O)CCC(=O)Nc1cc(Cl)ccc1C do in these assays?
PostGolgi yeast: 8; LYP inh 2: -4; CYP2C9 act: 1.2; CYP2C9 inh: -17; Pyk2 oligo antag: 0.48; PostGolgi ctrl: 1; PTPN22 act: 1; DAT uptake mod: -0.035; E coli WT exp: 1

Results for CCn1c(SCC(=O)NC(C)c2ccccc2)nc2ccccc21 (centres undefined) ?
PostGolgi yeast: -5; LYP inh 2: 10; CYP2C9 act: 1.4; CYP2C9 inh: -36; Pyk2 oligo antag: -0.65; PostGolgi ctrl: 1; PTPN22 act: -10; DAT uptake mod: 1.9; E coli WT exp: 4

What do the screens show for `O=C(NC1(C(F)(F)F)N=C2SCCN2C1=O)c1ccco1` (centres undefined)?
PostGolgi yeast: 4; LYP inh 2: -1; CYP2C9 act: 1.1; CYP2C9 inh: -10; Pyk2 oligo antag: -0.28; PostGolgi ctrl: 5; PTPN22 act: 0; DAT uptake mod: 0.94; E coli WT exp: -10

What do the screens show for `Cc1ccc(C(=O)NC(N2CCCC2)C(Cl)(Cl)Cl)cc1` (centres undefined)?
PostGolgi yeast: -1; LYP inh 2: 6; CYP2C9 act: 0.9; CYP2C9 inh: 12; Pyk2 oligo antag: 0.17; PostGolgi ctrl: -4; PTPN22 act: -1; DAT uptake mod: -0.26; E coli WT exp: -1

Results for CCOC(=O)C(=O)Nc1ccc(S(=O)(=O)Nc2ncccn2)cc1 ?
PostGolgi yeast: 4; LYP inh 2: -2; CYP2C9 act: 1.7; CYP2C9 inh: -70; Pyk2 oligo antag: -0.19; PostGolgi ctrl: 0; PTPN22 act: 0; DAT uptake mod: -0.2; E coli WT exp: 2

Results for O=C(Nc1ncc2c(n1)CC(c1ccco1)CC2=O)c1ccccc1 (centres undefined) ?
PostGolgi yeast: 6; LYP inh 2: -11; CYP2C9 act: 0.8; CYP2C9 inh: 15; Pyk2 oligo antag: -1.1; PostGolgi ctrl: 7; PTPN22 act: 10; DAT uptake mod: -0.59; E coli WT exp: 2

What do the screens show for `O=C(Nc1cccnc1)c1cc(-c2ccco2)on1`?
PostGolgi yeast: -4; LYP inh 2: -7; CYP2C9 act: 1.1; CYP2C9 inh: -12; Pyk2 oligo antag: 0.49; PostGolgi ctrl: 5; PTPN22 act: 4; DAT uptake mod: 0.23; E coli WT exp: 4

What do the screens show for `CCOc1ccc(OCc2ccc(C(=O)N3CCOCC3)cc2)cc1`?
LYP inh 2: -1; Pyk2 oligo antag: 1.4; PTPN22 act: 0; DAT uptake mod: -0.033

Results for COC(=O)c1cccc(C(=O)Nc2cnc3ccccc3c2)n1 ?
PostGolgi yeast: 4; LYP inh 2: 5; CYP2C9 act: 0.9; CYP2C9 inh: 6; Pyk2 oligo antag: -1.3; PostGolgi ctrl: 3; PTPN22 act: -5; DAT uptake mod: 0.29; E coli WT exp: -1

Results for O=C(NNC(=O)c1sccc1-n1cccc1)c1ccccc1 ?
PostGolgi yeast: -25; LYP inh 2: 3; CYP2C9 act: 1.1; CYP2C9 inh: -14; Pyk2 oligo antag: 0.57; PostGolgi ctrl: 21; PTPN22 act: 2; DAT uptake mod: 0.037; E coli WT exp: -5

What do the screens show for `CCC(=O)N1CCc2cc(S(=O)(=O)NC(C(=O)NCc3ccccc3)C(C)C)ccc21` (centres undefined)?
PostGolgi yeast: -2; LYP inh 2: 0; CYP2C9 act: 0.9; CYP2C9 inh: 6; Pyk2 oligo antag: 0.12; PostGolgi ctrl: -10; PTPN22 act: -2; DAT uptake mod: 0.17; E coli WT exp: -4

Results for CC(CN1CCN(C)CC1)OC(=O)c1ccccc1 (centres undefined) ?
PostGolgi yeast: 0; LYP inh 2: -4; CYP2C9 act: 1; CYP2C9 inh: 0; Pyk2 oligo antag: 0.09; PostGolgi ctrl: 14; PTPN22 act: 6; DAT uptake mod: -1.1; E coli WT exp: 4

How did O=C(O)c1cc(CN2CCOCC2)oc1-c1ccccc1 do in these assays?
PostGolgi yeast: 11; LYP inh 2: -14; CYP2C9 act: 1.2; CYP2C9 inh: -18; Pyk2 oligo antag: 0.94; PostGolgi ctrl: -5; PTPN22 act: 12; DAT uptake mod: -0.59; E coli WT exp: 9

Results for Cc1ccc(-c2nnc(SCc3nc(N)nc(Nc4ccccc4C)n3)n2N)cc1 ?
PostGolgi yeast: 11; LYP inh 2: -3; CYP2C9 act: 0.6; CYP2C9 inh: 37; Pyk2 oligo antag: 0; PostGolgi ctrl: 14; PTPN22 act: 5; E coli WT exp: 2

Results for CC(C)CC(OC(=O)c1cccs1)C(=O)NCc1ccco1 (centres undefined) ?
PostGolgi yeast: -7; LYP inh 2: -6; CYP2C9 act: 0.6; CYP2C9 inh: 40; Pyk2 oligo antag: 2; PostGolgi ctrl: -6; PTPN22 act: 2; DAT uptake mod: 0.58; E coli WT exp: 7

What do the screens show for `Cc1ccc(NC(=O)COC(=O)CCC(=O)c2cccs2)cc1S(=O)(=O)N1CCOCC1`?
PostGolgi yeast: -6; LYP inh 2: -3; CYP2C9 act: 0.5; CYP2C9 inh: 53*; Pyk2 oligo antag: 0.67; PostGolgi ctrl: -1; PTPN22 act: 2; DAT uptake mod: 0.088; E coli WT exp: -3

How did O=C(Nc1nncs1)c1ccccc1Br do in these assays?
PostGolgi yeast: 2; LYP inh 2: -9; CYP2C9 act: 0.6; CYP2C9 inh: 36; Pyk2 oligo antag: -0.88; PostGolgi ctrl: 3; PTPN22 act: 10; DAT uptake mod: 0.28; E coli WT exp: -5

Results for O=c1oc2cc(OCc3ccc([N+](=O)[O-])cc3)ccc2c2c1CCCC2 ?
PostGolgi yeast: 14; LYP inh 2: 2; CYP2C9 act: 1; CYP2C9 inh: -2; Pyk2 oligo antag: 1.2; PostGolgi ctrl: 20; PTPN22 act: 1; E coli WT exp: -7

Results for Cc1c(C(=O)N2CCCCC2)sc(N)c1C#N ?
PostGolgi yeast: 4; CYP2C9 act: 0.8; CYP2C9 inh: 18; Pyk2 oligo antag: -0.47; PostGolgi ctrl: 17; DAT uptake mod: 0.35; E coli WT exp: 9

Results for O=C(O)CCC1COc2ccccc2O1 (centres undefined) ?
PostGolgi yeast: 3; LYP inh 2: -2; CYP2C9 act: 1; CYP2C9 inh: 3; Pyk2 oligo antag: 1.1; PostGolgi ctrl: -4; PTPN22 act: 0; DAT uptake mod: -0.0046; E coli WT exp: -6

How did COc1ccc(-c2oc3ncn(Cc4ccco4)c(=N)c3c2-c2ccc(OC)cc2)cc1 do in these assays?
PostGolgi yeast: 0; LYP inh 2: -6; CYP2C9 act: 0.7; CYP2C9 inh: 28; Pyk2 oligo antag: -1.7; PostGolgi ctrl: 18; PTPN22 act: 7; DAT uptake mod: 0.83; E coli WT exp: -13

How did COc1ccc(NC(=O)c2ccccc2NC(=O)c2ccco2)c(OC)c1 do in these assays?
PostGolgi yeast: -4; LYP inh 2: 12; CYP2C9 act: 0.4; CYP2C9 inh: 59*; Pyk2 oligo antag: 0.24; PostGolgi ctrl: 15; PTPN22 act: -12; DAT uptake mod: 0.39; E coli WT exp: -4

What do the screens show for `COc1ccc(C2(O)CCN(C(=O)c3ccc4c(c3)OCO4)CC2)cc1`?
PostGolgi yeast: -5; CYP2C9 act: 0.6; CYP2C9 inh: 37; Pyk2 oligo antag: 0.07; PostGolgi ctrl: 3; DAT uptake mod: -0.018; E coli WT exp: -4

What do the screens show for `c1ccc(OCc2nn3c(C4CCCCC4)nnc3s2)cc1`?
PostGolgi yeast: -4; LYP inh 2: 1; CYP2C9 act: 0.5; CYP2C9 inh: 51*; Pyk2 oligo antag: 0.11; PostGolgi ctrl: 12; PTPN22 act: -2; DAT uptake mod: -0.38; E coli WT exp: 14

What do the screens show for `Cc1[nH]nc2c1/C(=N/O)CC(c1ccccc1)C2` (centres undefined)?
PostGolgi yeast: -1; LYP inh 2: -8; CYP2C9 act: 0.6; CYP2C9 inh: 45; Pyk2 oligo antag: -0.5; PostGolgi ctrl: -1; PTPN22 act: 5; DAT uptake mod: 0.027; E coli WT exp: 13

What do the screens show for `Cc1onc(-c2ccccc2Cl)c1C(=O)OCC(=O)c1ccc2c(c1)OCCO2`?
PostGolgi yeast: 15; LYP inh 2: 2; CYP2C9 act: 0.5; CYP2C9 inh: 47; Pyk2 oligo antag: -2.7; PostGolgi ctrl: 14; PTPN22 act: -3; DAT uptake mod: 0.061; E coli WT exp: -9

What do the screens show for `CCCCOc1ccc(NC(=O)Cn2c(=O)ccc3c(C)cc(C)nc32)cc1`?
PostGolgi yeast: -2; Pyk2 oligo antag: -1.3; PostGolgi ctrl: -1; DAT uptake mod: -1.1; E coli WT exp: -10
